KDM5B inh: inhibitors of human KDM5B histone demethylase; Q9UGL1; KDM5B demethylase, FDH-coupled NADH fluorescence (FDH is formaldehyde dehydrogenase); Potency, µM (series often up to 57.7 µM), inactives show at the top dose activity change, negative = inhibition, usual class: inhibitors; 220,000 compounds, 2.6% hits; AID 1347165; active means well fitted inhibition curve with a large enough effect; inconclusive means small, poorly fitted or top-dose-only effect; inactive means no such curve, though single readings can be large or run the other way; further: 0% is about no effect; nearly all actives have a fitted effect of over 70% in size
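qHTS format, multiple compound concentrations. Buffer 50 mM HEPES pH 7.5/0.01% Tween-20; 200 nM KDM5BΔAP final; 10 min compound preincubation; substrate-mix levels 12.5 µM peptide, 25 µM α-KG, 0.25 mM NAD⁺; 30 min RT; ΔRFU.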
Starred values were filed as active, the others as inactive; i = inactive; ? = inconclusive; & = joins results of further samples; [ ] = another dose, or the depositor's remark. Potency means the concentration at half of the fitted maximal effect. Some of the compounds tested, so the mix of outcomes need not match the whole.

SMILES | KDM5B inh
COc1cc(OC)c2c(C)c(CC(=O)NCC3(N4CCN(C)CC4)CCCCC3)c(=O)oc2c1 | i
COc1ccc(S(=O)(=O)N2CCCCC2)cc1NC(=O)CCc1cc(OC)c(OC)c(OC)c1 | 17%
COC(=O)c1ccc(NC(=O)CSc2nc(=O)n(Cc3ccco3)c3c2CCC3)cc1 | ?
O=S(=O)(NCc1cccs1)c1ccc2ccccc2c1 | 4%
COc1ccc(CN2C[C@H]3CN(Cc4c[nH]c5ccccc45)CCN3C2=O)cc1 | 4%[86.2 µM]
CC1Sc2ccc(C(=O)Nc3nc(-c4ccc(Cl)cc4)cs3)cc2NC1=O (centres undefined) | 7%
COc1ccc(-c2nnc3n2CCN([S+](=O)([O-])c2ccc(C)cc2)C3)cc1 | -9%
CNc1cccc(Cl)c1Cl | 30%
Cc1ccc(Nc2ncnc3c2nc2n3CCCC2)c(Br)c1 | -62%
COCCC(=O)Nc1cccnc1OC1CCN(C)C1 (centres undefined) | ?
O=C(CSc1nnc(Cc2ccccc2)o1)Nc1cc(Cl)cc(Cl)c1 | 17%
COCCOCCCNC(=O)c1ccc2nc(C)c(C)nc2c1 | -3%

Not a retest: entries from further up.
SMILES | KDM5B inh
COc1cc(OC)c2c(C)c(CC(=O)NCC3(N4CCN(C)CC4)CCCCC3)c(=O)oc2c1 | i
COc1ccc(S(=O)(=O)N2CCCCC2)cc1NC(=O)CCc1cc(OC)c(OC)c(OC)c1 | 17%

Additional results follow:
SMILES | KDM5B inh
C/C(=N\NC(=O)C1CCCCC1)c1ccc(C2CCCCC2)cc1 | -15%
CC(C)(C)OC(=O)N1CCCN(C(=O)Nc2ccc(C(F)(F)F)cc2)CC1 | 21%
COCc1cn(C[C@H]2C[C@@H](NCc3cccnc3)[C@H](O)[C@@H]2O)nn1 | 35µM*
O=C1NCCCCCCN(Cc2ccncc2)[C@@H]2CN(C(=O)NC3CCCCC3)CC[C@@H]12 | -13%
NC(=O)c1c(NC(=O)c2nn(-c3cccc(Cl)c3)ccc2=O)sc2c1CCCC2 | 15%
CCN(CC)c1ccc(C2C3=C(CC(C)(C)CC3=O)Nc3cc4c(cc32)OCO4)cc1 (centres undefined) | 4%
COc1ccccc1NC(=O)Cn1nc2c(cc1=O)CN(C(C)=O)CC2 | ?
COc1ccc(/C=C/C(=O)NCCCNC(=O)/C=C/c2ccc(OC)c(OC)c2)cc1OC | ?
Cc1nn(-c2ccccc2)c2c1cc1c(=O)n(C)c(=O)nc-1n2-c1cccc(Cl)c1 | ?
Cc1cc(C)cc(NC(=O)c2cccs2)c1 | 32%
CCc1ccccc1NC(=O)CSc1nc2ccccc2nc1Cc1cccc(OC)c1 | 7%
Cc1ccc(-c2nnn3c2nc(NC2CCC(C)CC2)c2ccccc23)cc1 (centres undefined) | ?
Cc1oc(-c2cccs2)nc1CC(=O)NCc1ccc2c(c1)OCO2 | ?
COC(=O)N1CCc2nc(-c3ccccc3)nc(-c3ccc(Cl)cc3)c2C1 | 6%
Cc1ccc(-c2nn(-c3ccc(F)cc3F)c3c2cnc2ccc(F)cc23)cc1 | -7%
Cc1cc(C)cc(NC(=O)C2CCCN2S(=O)(=O)c2ccc3nc(-c4ccccc4)[nH]c3c2)c1 (centres undefined) | ?
CC(=O)N1CCC2(CC1)C(=O)NCN2Cc1ccc(Cl)cc1 | 20%[86.2 µM]
O=C(Nc1ccccc1)Nc1cc(S(=O)(=O)N2CCOCC2)ccc1NCC1CCCO1 (centres undefined) | 18%
O=C1N[C@H](CCC(=O)N2CCN(CCc3ccncc3)CC2)C(=O)Nc2ccccc21 | -10%
COc1ccc(S(=O)(=O)N2CCN(Cc3ncc(-c4ccc(F)cc4)o3)CC2)cc1OC | -11%
CSc1ccccc1OCc1cc(C(=O)N2C[C@H]3CC[C@H]2C3)no1 | 17%
O=C(COc1ccccc1)N1CCC(c2nc(C3CCOCC3)no2)C1 (centres undefined) | ?
CC(=O)c1ccc(NC(=O)C(C)Nc2ccc3oc(C)nc3c2)cc1 (centres undefined) | ?
NNC(=S)Nc1ccc(C(F)(F)F)cc1Cl | -2%
CC(C)n1cccc1C(=O)N1CC[C@H](N2CCN(C)CC2)[C@H](CCC(=O)O)C1 | -16%
Brc1ccc(-c2noc(-c3ccccn3)n2)o1 | 9%
CCn1nc(C(=O)N2CCC(C(N)=O)CC2)c2ccccc2c1=O | 1%
CCOc1ccccc1C(=O)Nc1cc(-c2nc3cccnc3s2)ccc1C | -10%
O=C(N/N=C/c1cccc(Oc2ccccc2)c1)c1ccc(O)cc1O | ?
CC1CCC/C(=C\c2ccc(O)cc2)C1=O (centres undefined) | -30%
Cc1ccc(F)c(C(=O)NC(C)c2cnn(-c3ccccc3)c2C)c1Cl (centres undefined) | -9%
Cc1cc(C(=O)N2CCC3(CC2)CC(N(Cc2ccccc2)C2CC2)CCO3)n(C)n1 (centres undefined) | -15%
CC(C)c1ccc(S(=O)(=O)c2nnn3c2nc(N2CCC4(CC2)OCCO4)c2sccc23)cc1 | 8%
O=C(NCc1ccc(C(=O)N2CCCCC2)cc1)c1cc(=O)[nH]c2ccccc12 | -29%
COc1ccc(-c2ccc3c(n2)CN(Cc2ccc(F)cc2)C(=O)CO3)cc1 | 22µM*
Cc1cc(SCC(=O)NC(=O)NCC(C)C)nc2ccccc12 | 7%
COc1cc(OC)c(NC(=O)C(c2ccccc2)N2Cc3ccccc3C2=O)cc1Cl (centres undefined) | -13%
CCc1ccccc1NC(=O)c1ccc(=O)n(Cc2ccc(F)cc2)c1 | 1%
CCc1ccc(CN(Cc2ccco2)C(=O)COc2ccc(Cl)cc2C)cc1 | ?
O=c1c2ccccc2nnn1CSc1nnnn1-c1cccc(Cl)c1 | 17%
CC(NC(=O)CSc1nnc(COc2ccc(Cl)cc2)n1C)c1ccc(F)cc1 (centres undefined) | -4%
Cc1nc2cccnc2n1C1CCN(C(=O)Nc2ccccc2C(F)(F)F)CC1 | 2%
Cc1ccccc1S(=O)(=O)N1CCN(C2CCN(CCc3ccccc3)C2=O)CC1 (centres undefined) | -7%
Cc1cc(C)nc(NC(=O)Nc2ccc(C)c(F)c2)c1 | 5%
O=C(NCc1ccc(F)c(F)c1)C1CCC(=O)N(CC2CCCCC2)C1 (centres undefined) | 9%&0%
CC(C)NC(=O)C(C)Sc1ncc(-c2ccc(F)cc2)o1 (centres undefined) | 16%
Cc1nn(-c2ccccc2[N+](=O)[O-])c(C)c1[C@@H]1C=C[C@@H](NC(=O)CC(C)(C)CC(=O)O)C1 | 18%
CO[C@H]1[C@H](NC(=O)c2c(F)ccc(C)c2F)c2ccccc2C12CCNCC2 | 26%
O=C1Nc2ccc(-c3cccc(C(F)(F)F)c3)cc2C(=O)N2CCN(C(=O)c3ccco3)C[C@@H]12 | 35µM*
Cn1cc(-c2cnc3[nH]cc(CC(=O)N4CCCC4)c3c2)cn1 | 14%[86.2 µM]
CN1c2cc(C(=O)Nc3ccc4c(c3)OCCO4)ccc2C(=O)N2CCCC21 (centres undefined) | ?
CCNC(=O)N1CCC(Cc2ncc(C)n2Cc2ccc(F)cc2)CC1 | 28%
CC1(C(=O)N(CC(=O)NC2CCCC2)Cc2ccccc2)CC(=O)N=C2C=CC=CN21 (centres undefined) | ?
CNC(=O)c1ccc(NC(=O)c2ccc3c(c2)NC(=O)CS3)cc1 | 5%
COC(=O)c1cccnc1-n1c(=O)c2cccnc2n(CC(=O)Nc2ccccc2F)c1=O | ?
CCCc1noc(-c2cccn3c(CNC(=O)c4cccc(F)c4)nnc23)n1 | 25µM*
Cc1nc(C2CC(O)C2)cc(N2CCC(Oc3ncccn3)CC2)n1 (centres undefined) | -10%
CC(C)=CC(=O)NC(c1cccs1)C1CCCC1 (centres undefined) | 15%
CN1c2cccnc2CN(CC2CCCCC2)CC[C@H]1CO | 28µM*
CN1CCC(C2CCNC2)CC1 (centres undefined) | -9%
Additional structures follow.
SMILES | KDM5B inh
CCOCCc1nnc(NC(=O)CCc2ccccc2)s1 | 29%
COc1ccc(CNC(=O)COc2ncnc3c(Cl)cc(Cl)cc23)cc1 | 27%
O=C(NCc1ccc(Cl)cc1Cl)C1CCN(c2ncnc3nc[nH]c23)CC1 | 5%
COc1cccc(C(O)c2nc(C(=O)NC3CCN(C)CC3)c(C)o2)c1 (centres undefined) | -25%[86.2 µM]
COc1ccc(-c2ocnc2C(=O)Nc2cc(C)ccc2C)cc1 | ?
CCN(Cc1ccccc1)C(=O)CC1CCCN(c2cnn(CC3CC3)c(=O)c2)C1 (centres undefined) | -12%
CC(C)(C)c1ccc(-c2nc(C#N)c(N3CCOCC3)o2)cc1 | ?
CC(=O)NC(Cc1ccccc1F)C(=O)NC1CCN(C(=O)NCc2ccccc2)CC1 (centres undefined) | 1%
Cc1ccccc1OCCSC(C)C(=O)NC(C)(C)C (centres undefined) | -20%
CCCn1nccc1S(=O)(=O)N1CCc2nc(-c3ccccc3)[nH]c2C1 | ?
Cc1nc2nncn2c(N2CCN(c3ccccc3)CC2)c1C | 10%
Cc1nn(CC(=O)NCc2ccccc2Cl)c(=O)c2cccn12 | 10%

Sorted by value in KDM5B inh (largest number first): some entries from above
| molecule | KDM5B inh |
| --- | --- |
| CCOCCc1nnc(NC(=O)CCc2ccccc2)s1 | 29% |
| Cc1nc2nncn2c(N2CCN(c3ccccc3)CC2)c1C | 10% |
| CC(=O)NC(Cc1ccccc1F)C(=O)NC1CCN(C(=O)NCc2ccccc2)CC1 (centres undefined) | 1% |

Gathered by group, those above containing a CF3 group
SMILES | KDM5B inh
CC(C)(C)OC(=O)N1CCCN(C(=O)Nc2ccc(C(F)(F)F)cc2)CC1 | 21%
NNC(=S)Nc1ccc(C(F)(F)F)cc1Cl | -2%
Cc1nc2cccnc2n1C1CCN(C(=O)Nc2ccccc2C(F)(F)F)CC1 | 2%
O=C1Nc2ccc(-c3cccc(C(F)(F)F)c3)cc2C(=O)N2CCN(C(=O)c3ccco3)C[C@@H]12 | 35µM*

Additional compounds follow.
SMILES | KDM5B inh
COc1ccc(-c2nc(C3CC3)nc3c2CCN(Cc2cccn2C)CC3)cc1 | 50µM*
Cc1cccn2c(=O)c(C(=O)NCCc3ccc(S(N)(=O)=O)cc3)c(O)nc12 | -15%
CC1=C(C(=O)Nc2ccccc2)C(c2ccc(Br)cc2)N2C(=O)CSC2=N1 (centres undefined) | -15%
Cc1cc(OCC(=O)NCCCN2CCOCC2)c2c(C)c(C)c(=O)oc2c1 | ?
C#CCNC(=O)C1COC2(CCCCC2)N1C(=O)c1cccc(F)c1 (centres undefined) | -9%
CCOC(=O)C1CCCN(S(=O)(=O)c2cc(-c3cc(C)no3)ccc2C)C1 (centres undefined) | -9%
COc1ccc(C(=O)CC(=O)C(=O)Nc2c(C)cccc2C)cc1 | ?
O=C(CN1CCN(c2nc(C(F)(F)F)nc3ccccc23)CC1)N1CCCC1 | -20%
CN1C(=O)CCC2(CNC(=O)c3cn[nH]c3-c3ccccc3)CCC=C12 (centres undefined) | -11%
Cc1ccc(C(=O)O)c(Cl)n1 | 14%
CC(=O)c1cc(-c2ccccc2)n(CCC(=O)NC(C)c2ccccc2)c1C (centres undefined) | -23%
Cc1cccc(NC(=O)CN2C(=O)NC(c3ccccc3Cl)C3=C2COC3=O)c1 (centres undefined) | -1%
CN(C)C(=O)N1CCCC(CCc2ccccc2C(F)(F)F)C1 (centres undefined) | -4%
CONC(=O)CC1Sc2ccc(Cl)cc2NC1=O (centres undefined) | 2%
CCc1ccccc1NC(=O)C(OC(=O)c1ccccc1)C(OC(=O)c1ccccc1)C(=O)O (centres undefined) | 8%
CCn1c2c(c(=O)n1Cc1ccccc1)CCN(C(=O)C1CCCO1)C2 (centres undefined) | -2%[86.2 µM]
Cc1ccc(OCC(=O)Nc2ccccc2OCc2cc(=O)n3ccccc3n2)cc1C | -10%
Cc1ccccc1-c1nccn2c(C3CN(Cc4ccc(O)cc4)C3)ncc12 | ?
COc1ccccc1CC(=O)N1CCCc2ncc(C(=O)N3CCCC[C@@H]3c3ccccc3)cc21 | -13%
CN1CCCN(C(=O)[C@H]2C[C@@](C)(C(=O)O)N(C)[C@H]2c2ccccc2Cl)CC1 | -7%
CCC(C)n1c(=N)c(C(=O)NC2CCCC2)cc2c(=O)n3ccccc3nc21 (centres undefined) | i
O=C(NCCc1ccc(Cl)cc1)c1ccc(CS(=O)(=O)Cc2ccccc2F)o1 | -4%
CC1=C(C)CC(C(=O)N2CCN(Cc3ccc(C)cc3)CC2)C(C(=O)O)C1 (centres undefined) | -6%
Cc1ccccc1CN1C(=O)c2ccccc2Sc2ccc(C(=O)NC(C)c3ccccc3)cc21 (centres undefined) | -20%
CC(=O)Nc1ccc2nc(-c3ccccc3)oc2c1 | i
Cn1cc(C(=O)N2CCN(S(=O)(=O)c3ccc(F)cc3F)CC2)c2ccccc21 | 14%
Cc1ccc2c(c1)N(C(=O)C1CCN(S(=O)(=O)c3c(C)noc3/C=C/c3ccccc3F)CC1)CCO2 | ?
O=C(c1cccnc1)N1CCC12Cc1ccccc1NC2=O (centres undefined) | -6%[86.2 µM]
CNC(=O)[C@@H]1C[C@H](n2cc(CNC(=O)Nc3cccc(Cl)c3)nn2)CN1 | -8%
NC(=O)c1noc2c1CN(c1cc(-c3ccccc3)nc3ccnn13)CC2 | 25µM*

Quoted at random: 3 records from the list
SMILES | KDM5B inh
NC(=O)c1noc2c1CN(c1cc(-c3ccccc3)nc3ccnn13)CC2 | 25µM*
O=C(c1cccnc1)N1CCC12Cc1ccccc1NC2=O (centres undefined) | -6%[86.2 µM]
CC(=O)Nc1ccc2nc(-c3ccccc3)oc2c1 | i

Screening data as filed in PubChem BioAssay.
